# Compound activity as filed in PubChem.
# Chronic BCR inh – inhibitors of chronic active B-cell receptor signaling | Potency, µM (series often up to 46.1 µM), for inactives: at the top dose ratio change, negative = lower green/red ratio, hits mostly inhibitors | ABC-DLBCL IkBa-CBG/CBR reporter, luminescence ratio, 4 h | hit rate 0.05% among 340,000; active = well fitted inhibition curve with a large enough effect in the signal ratio, with a control signal flat, not every such curve was filed as active; inconclusive = small, poorly fitted or top-dose-only effect, or effect the other way, or a change in a side signal; the % refers to the signal ratio;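 also: potency is read from the fitted curve at half-maximal effect; plate controls were basal doxycycline-induced cells for no effect and cells given 10 µM MG132 for full effect; MG132 reads +100%, hits lower the ratio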
#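 TMD8 human ABC-DLBCL cells with doxycycline-inducible IκBα–green luciferase fusion and unfused red luciferase, in 0.5% FBS medium; compounds up to 46 uM, 4 h at 37C. Green/red luminescence ratio, filter-overlap corrected, fitted to concentration-response curves.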
# Tb PFK block – T. brucei PFK enzyme inhibition; AID 485367; Potency, µM (titrated, usually from 57.5 µM), for the others: at the highest dose activity, negative = inhibition, usual class: inhibitors; hit rate 0.17% among 330,000; O15648; T. brucei PFK, ADP-Glo luminescence;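 also: potency is read from the fitted curve at half-maximal effect; 0% = uninhibited 1x PFK enzyme wells and -100% = no-enzyme wells; nearly all actives have a fitted effect of over 60% in size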
#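 Activity is normalized to no-enzyme wells (full inhibition) and 1.25 nM enzyme wells (no inhibition). Reaction: 0.5 mM F6P, 0.1 mM ATP, 45 min RT, ADP-Glo luminescence; concentration-response curves fitted and classed by quality.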
# GALK inh – blocks human galactokinase activity; Purified GALK, Kinase-Glo residual ATP luminescence; Potency, µM (titrated, usually from 57.5 µM), for inactives: at the highest dose activity change, negative = inhibition, hits mostly inhibitors; hit rate 0.007% among 270,000; also: potency is read from the fitted curve at half-maximal effect; % is scaled to controls: 0 for no effect and ±100 for the full control effect
#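 Quantitative HTS: GALK 5 nM, ATP 35 uM, galactose 100 uM, 1 h room temperature, then luciferase-based ATP detection.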
# TCR activator – T cell receptor activation; primary human leukocytes, anti-CD3, IL-2 HTRF, 48 h; Potency, µM (top dose mostly 9.22 µM), inactives show top-dose activation of IL-2 secretion, hits mostly activators; 330,000 tested, under 10 active; AID 504894; also: % of control where 0% means no effect
#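 IL-2 produced over 48 hr by a-CD3 bead-stimulated primary human leukocytes exposed to compounds was detected with a homogeneous time-resolved FRET immunoassay, 665nm acceptor signal after 320nm excitation.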
# Giardia kill – Giardia lamblia killing. Giardia lamblia trophozoite viability. activity change, % at 7.66 µM, hits read low. hit rate 0.15% among 340,000. AID 540267; in the data active = activity change below about -80%; inconclusive = between about -30% and that limit;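 also: parasites exposed to compound for two days anaerobically before the ATP read; % is scaled to controls: 0 for no effect and ±100 for the full control effect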
#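 Viability, read as ATP luminescence: trophozoites at 100 cells/well, compound added, 48 hrs anaerobic at 37 deg C, then 15-30 min room-temperature development before reading.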
# A-T KAP1 phos – candidate therapy for ataxia-telangiectasia. […] A-T fibroblasts, KAP-1 phosphorylation AlphaLISA; neocarzinostatin DNA damage 30 min before lysis. Potency, µM (doses to about 57.5 µM), for the others: top-dose activation, usual class: activators. hit rate 0.19% among 320,000. AID 485349; also: potency is read from the fitted curve at half-maximal effect; % of control where 0% means no effect; nearly all actives have a fitted effect of over 45% in size
#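 ATM-like activity read as KAP-1 phosphorylation via AlphaLISA donor/acceptor antibody pairs after lysis and 6 hr at 25C. Cells were ATM-null patient fibroblasts ([…], hTERT), dosed 60 min, then exposed to the DSB inducer NCS for 30 min.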
# TSHR antagonist – blocks TSH signaling through the human TSH receptor. TSHR-expressing cells, TSH-stimulated cAMP HTRF, 2 h; stronger effect = lower value. hit rate 0.2% among 330,000. AID 504810. activity change, negative = inhibition, % at 11.5 µM. P16473;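 active = activity change below a set negative limit, meaning inhibition stronger than a set level, cut at about -70% in these data; inconclusive = activity change between two set negative limits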; also: % is scaled to controls: 0 for no effect and ±100 for the full control effect
#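 TSHR-expressing cells were treated with compounds, then stimulated with TSH at EC80 (4nM final) for 2 hours at 37 deg C. Cellular cAMP was measured by HTRF competition between lysate cAMP and cAMP-d2 for a cryptate-labelled anti-cAMP antibody.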
# KCNH2 WT inh – KCNH2 (human, wildtype) channel inhibition | Q12809 | U2OS, BacMam KCNH2, thallium flux FluxOr; stronger effect = lower value | activity change, % at 1.84 µM | hit rate 0.37% among 340,000;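 active = maximum activity change below -70%; inconclusive = maximum activity change between -70% and -50%; inactive = maximum activity change above -50%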; also: % is scaled to controls: 0 for no effect and ±100 for the full control effect
# Target sequence (Q12809 whole entry, looked up): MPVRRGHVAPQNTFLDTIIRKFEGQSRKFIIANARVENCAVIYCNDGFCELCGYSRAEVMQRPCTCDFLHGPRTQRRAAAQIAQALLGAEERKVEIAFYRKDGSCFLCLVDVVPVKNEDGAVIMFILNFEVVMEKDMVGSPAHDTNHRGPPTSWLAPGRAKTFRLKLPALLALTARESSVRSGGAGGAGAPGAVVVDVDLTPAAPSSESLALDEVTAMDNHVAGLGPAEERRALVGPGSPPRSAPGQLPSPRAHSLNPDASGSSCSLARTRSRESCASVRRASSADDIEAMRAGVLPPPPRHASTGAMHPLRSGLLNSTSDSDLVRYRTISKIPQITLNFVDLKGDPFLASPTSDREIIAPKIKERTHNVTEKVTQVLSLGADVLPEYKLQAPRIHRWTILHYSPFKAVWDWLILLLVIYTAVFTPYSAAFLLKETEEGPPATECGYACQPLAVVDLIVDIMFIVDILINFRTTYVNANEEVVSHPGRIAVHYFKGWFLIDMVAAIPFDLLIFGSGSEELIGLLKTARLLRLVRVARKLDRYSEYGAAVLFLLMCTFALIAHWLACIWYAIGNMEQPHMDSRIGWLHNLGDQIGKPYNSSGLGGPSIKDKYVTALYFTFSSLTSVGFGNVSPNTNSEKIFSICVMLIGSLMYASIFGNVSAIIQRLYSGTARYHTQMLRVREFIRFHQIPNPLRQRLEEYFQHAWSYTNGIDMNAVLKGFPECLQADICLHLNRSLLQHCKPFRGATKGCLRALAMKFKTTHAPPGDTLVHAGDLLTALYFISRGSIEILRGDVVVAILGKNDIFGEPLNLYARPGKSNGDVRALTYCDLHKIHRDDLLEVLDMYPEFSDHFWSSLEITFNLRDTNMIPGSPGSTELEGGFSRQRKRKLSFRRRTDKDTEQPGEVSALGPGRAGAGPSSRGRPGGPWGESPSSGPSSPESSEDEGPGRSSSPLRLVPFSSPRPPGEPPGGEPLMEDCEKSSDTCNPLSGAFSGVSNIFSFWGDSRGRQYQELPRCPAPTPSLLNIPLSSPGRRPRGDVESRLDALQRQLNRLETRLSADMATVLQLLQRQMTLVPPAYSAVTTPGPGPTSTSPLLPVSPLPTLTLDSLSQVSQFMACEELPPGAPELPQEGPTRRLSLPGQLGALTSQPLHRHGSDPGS
#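 U2OS cells transduced with wild-type KCNH2 virus are loaded with FluxOr dye for 45 min, and thallium flux is measured in kinetic reads before and after stimulation buffer. Rate constants are normalized to DMSO controls.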
# FBPA coupling cs – counter-screen for Giardia aldolase inhibitors: coupling enzyme system; coupling enzyme system counterscreen, AmpLite Red fluorescence; activity change, negative = inhibition, % at 58.2 µM, hits read low; hit rate 0.67% among 290,000; in the data active = activity change below about -30%; also: % is scaled to controls: 0 for no effect and ±100 for the full control effect
#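 Fluorescence at 525 nm excitation and 598 nm emission measured inhibition of the coupled detection system without aldolase. Compounds (at 57.5 uM final) were preincubated 10 min at room temperature with coupling enzyme reagent before a 20 min substrate/AmpLite Red step.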
# CXXC DNA block – blocks binding of human MLL CXXC domain to DNA | Potency, µM (top dose mostly 115 µM), inactives show at the top dose activity change, negative = inhibition, actives largely listed as inhibitors | MLL-CXXC / FITC-HOXA9 DNA fluorescence polarization | Q03164 | hit rate 0.037% among 290,000; active = well fitted inhibition curve with a large enough effect in the polarisation, with a control signal flat, not every such curve was filed as active; inconclusive = small, poorly fitted or top-dose-only effect, or effect the other way, or a change in a side signal; inactive = no such curve, though single readings can be large or run the other way; the % refers to the polarisation; also: potency is read from the fitted curve at half-maximal effect
#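 Steps: dispense CXXC domain solution (7 uM) → pin compounds or unlabeled HOX-A9 DNA control → 5 min ambient → add FLSN-HOX-A9 solution (50 nM) → spin → 30 min ambient → fluorescence polarization. Tris pH 7.5/NaCl/DTT/BSA buffer.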
# * marks the source's active call; other numbers are inactive results; ? = inconclusive; . = not tested or not shown; [ ] = dose if it differs, or a comment. Unless noted, calls follow the shape of the dose curve; as a rule, active = well fitted curve in the direction sought with a large enough effect; inconclusive = small, poorly fitted or top-dose-only effect, or another doubt; inactive = no such curve, though single readings can be large; an effect the other way counts as inactive or inconclusive.
no.	Structure	Chronic BCR inh	Tb PFK block	GALK inh	TCR activator	Giardia kill	A-T KAP1 phos	TSHR antagonist	KCNH2 WT inh	FBPA coupling cs	CXXC DNA block
1	CCOC(=O)C1CCCN(c2c(NCCN(C)Cc3ccccc3)c(=O)c2=O)C1 (stereo not drawn)	?	2.3%	1.8%	1.8%	-1.5	14.4%	-5.3	7.3	1.4	-1.1%
2	O=C(Nc1ccc(N2CCN(Cc3ccccc3)CC2)cc1)c1ncn[nH]1	0.9%	-2.2%	0.3%	0.6%	6.2	1.6%	1.1	13.3	0.2	-5.5%
3	O=C(N/N=C/c1ccc(O)c([N+](=O)[O-])c1)C(O)(c1ccccc1)c1ccccc1	?	-1.1%	.	13.0%	?	0.3%	-12.2	3.7	-12.2	4.4%
4	CC(=O)c1cc(-c2ccccc2)n(CC(=O)NC2CCCC2)c1C	-1.0%	19.0%	-2.2%	.	-9.7	-1.9%	-1.0	-1.9	3.5	-9.6%
5	COC(=O)c1c(NC(=O)/C=C/C(=O)O)sc(C)c1-c1ccc(C)c(C)c1	?	-7.5%	1.7%	0.8%[46.1 µM]	-16.8	9.7%	-25.0	-11.6	20.2	-29.0%
6	CCCCn1c(N)c(N(Cc2ccccc2OC)C(=O)C2=COCCO2)c(=O)[nH]c1=O	-0.3%	1.6%	.	0.3%	3.7	2.6%	23.9	-8.6	.	.
7	Cc1ccc(-c2ccc(S(=O)(=O)Nc3cccnc3)cc2)cc1	4.1%	0.3%	-4.0%	.	-24.5	13.1%	-26.3	-5.8	.	13.3%
8	CC(=O)N1CCN(C(=O)c2cc(C)nc3ccccc23)CC1	-0.9%	4.5%	-2.5%	-10.6%	32.3[activator]	-1.3%	-7.1	8.1	-2.6	0.0%
9	Cn1c(Cc2cccc3ccccc23)nnc1SCc1ccc([N+](=O)[O-])cc1	17.4%	-13.9%	-5.6%	-5.4%[46.1 µM]	-5.9	3.8%	2.0	-5.5	4.2	4.1%
10	CCOC(=O)C1CCCN(C(=O)/C=C/c2ccc(OC)cc2)C1 (stereo not drawn)	-0.5%	4.0%	0.9%	-3.7%	22.1	14.0%[11.5 µM]	-13.4	-7.1	-1.6	-0.7%
11	O=C(O)CSCC(=O)N(c1ccccc1)c1ccccc1	1.3%	-0.8%	-3.1%	-2.2%	20.1	4.0%	0.5	-4.0	0.7	-10.6%
12	COc1cc2c(cc1OC)C(C)N(C(=O)c1cc(C)on1)CC2 (stereo not drawn)	?	2.3%	-1.0%	-4.4%	6.4	3.7%	3.2	-4.9	.	9.5%
13	O=C(O)c1ccc(N/N=C/C2=C(N3CCOCC3)C(=C\c3ccccc3)/CC2)cc1	?	-23.6%	4.2%	2.5%	8.9	5.6%	-7.8	-0.9	5.5	54.6%[activator]
14	c1nc(CCO[C@H]2CCCCO2)cc2cc3c(cc12)OCO3	?	3.3%	.	-0.2%	?	2.7%	6.2	-2.5	.	.
15	O=c1cc(-c2ccccc2)c2c([nH]1)CCCC2	-1.8%	0.3%	-0.3%	.	-14.0	-6.2%	-5.9	13.3	2.1	-1.6%
16	CC(=O)NC(Cc1cccc(F)c1)C(=O)NC1CCN(C(=O)Nc2ccccc2)CC1 (stereo not drawn)	6.8%	-4.7%	-2.1%	1.3%	-0.8	-1.9%	-5.1	2.5	-2.2	-2.5%
17	CC(=O)N1CCc2c(sc(NC(=O)CS(=O)(=O)c3ccc(F)cc3)c2C#N)C1	8.2%	3.1%	.	1.7%	-5.0	17.3%	-10.3	-0.3	.	.
18	O=C(CSc1nnnn1C1CCCC1)Nc1ccccc1F	?	3.9%	1.9%	1.9%	21.7	15.5%	8.8	1.7	1.2	3.0%
19	COc1ccc(NC(=O)Nc2ccccc2F)c([N+](=O)[O-])c1	-1.7%	-8.1%	-1.8%	8.0%	-23.2	-0.1%	6.1	-42.3	0.3	0.5%
20	O=C(NCCO)c1ccccc1O	3.6%	-0.8%	-0.5%	1.7%	22.1	6.2%	22.8	13.0	-18.8	3.4%
21	CN(c1ccc(OCC(=O)Nc2ccc3[nH]c(=O)[nH]c3c2)cc1)S(=O)(=O)c1ccc(Cl)cc1	?	-0.6%	-0.1%	0.2%	5.4	6.9%	16.4	-4.6	0.0	28.7%
22	Cc1cc(C(=O)COC(=O)C2COc3ccccc3O2)c(C)n1CC1CCCO1 (stereo not drawn)	2.9%	0.3%	3.4%	-2.2%	-27.7	1.1%	3.5	0.7	2.3	19.6%
23	CCOC(=O)Oc1ccc2oc(=O)cc(C)c2c1	-0.7%	-1.1%	5.2%	.	-10.5	4.4%	-7.2	-3.8	0.8	56.8%[activator]
24	Cc1ccc(NS(=O)(=O)c2ccc(Cl)c(N=Nc3c(O)[nH]c(=O)[nH]c3=O)c2)cc1Cl	0.8%	7.3%	.	-4.2%	35.5[activator]	-1.1%	-9.8	6.2	.	.
25	O=C(NCc1ccccc1)N[C@@H](Cc1c[nH]c2ccccc12)C(=O)O	-0.3%	2.9%	-0.4%	2.5%	-21.6	0.8%	-0.9	-5.0	-0.2	-1.5%
26	C[C@H](NC(=O)c1ncn(Cc2ccccc2)c1C(=O)N[C@@H](C)c1ccccc1)c1ccccc1	8.8%	-4.4%	.	-25.7%	-0.6	13.0%	-9.1	8.3	.	.
27	CSc1ncc(CN2CCN(CCC(C)C)C(CCO)C2)cn1 (stereo not drawn)	-6.1%	-0.4%	7.5%	4.3%	-11.2	-5.1%	4.7	22.8	1.7	-3.5%
28	CCCCCC(O)(c1ccc(OC)cc1)C(CN1CCOCC1)c1ccccc1 (stereo not drawn)	-0.3%	-8.3%	0.0%	5.2%	35.2[activator]	4.0%	-5.4	2.0	-2.4	4.2%
29	COc1ccc(CNC(=O)C2(CC(=O)NC(C)(C)C)CCCC2)cc1	8.4%	1.9%	3.8%	4.3%	-26.6	2.2%	3.9	6.7	1.2	-2.9%
30	Cc1cc(OC(C)C(=O)NCc2ccccn2)c2c(C)cc(=O)oc2c1 (stereo not drawn)	-1.1%	1.1%	-2.1%	-0.8%	-7.3	0.3%	8.3	-5.3	-0.4	0.3%

# Going on with the list.
no.	Structure	Chronic BCR inh	Tb PFK block	GALK inh	TCR activator	Giardia kill	A-T KAP1 phos	TSHR antagonist	KCNH2 WT inh	FBPA coupling cs	CXXC DNA block
31	CC(C)c1ccc2occ(-c3nn[nH]n3)c(=O)c2c1	6.2%	4.4%	0.1%	-5.3%[46.1 µM]	-8.4	-5.9%	-6.7	-1.9	8.8	19.6%
32	CC(C)C(NC(=O)C1CC(=O)N(Cc2ccccc2)C1)c1nc2ccccc2[nH]1 (stereo not drawn)	1.4%	-2.2%	.	-2.8%	2.2	-2.5%	-11.2	-7.3	.	.
33	Cc1ccc(S(=O)(=O)NC(=O)Nc2ccc(C)cn2)cc1	6.8%	-2.3%	-0.4%	-7.4%	-15.7	-5.4%	-18.7	2.5	-2.5	2.4%
34	O=C(Nc1ccc(Cl)cc1)c1cccc(S(=O)(=O)Nc2ccccn2)c1	?	2.9%	3.8%	-1.9%	9.5	3.2%	2.7	-5.2	4.7	-3.6%
35	COc1ccc(OC)c(S(=O)(=O)Nc2cc3c4c(c2)CC(=O)N4CCC3)c1	?	0.7%	.	-1.0%	17.7	.	3.0	-5.3	.	.
36	O=C(CCSc1nc(-c2ccc3c(c2)OCO3)cc(C(F)(F)F)n1)NCc1ccccc1	-15.5%	2.8%	-2.6%	-2.0%[46.1 µM]	-5.2	2.9%	-10.8	5.7	1.4	-4.1%
37	CN(c1ccccc1)S(=O)(=O)c1ccc2[nH]c(=O)[nH]c2c1	7.6%	0.3%	-2.5%	5.4%	6.4	4.5%	-16.8	-0.8	0.5	-2.1%
38	N#Cc1ccccc1OCC(=O)NC(N)=O	?	1.3%	0.1%	-0.9%	-18.7	-5.1%	4.1	2.9	2.6	1.6%
39	O=C(COc1ccc(F)cc1)Nc1cc(S(=O)(=O)N2CCCCC2)ccc1N1CCCCC1	?	-5.8%	.	5.3%	-6.0	9.7%	12.4	-17.6	.	.
40	CC(C)N1CCC(n2nccc2NC(=O)c2ccc3c(c2)OCO3)CC1	3.0%	-0.1%	1.9%	0.3%	-10.9	-4.6%	-9.1	4.6	1.6	-6.2%
41	CCOc1ccccc1CN1CCC(n2nccc2NC(=O)C2CCCC2)CC1	?	0.2%	-4.1%	5.8%	12.2	-14.8%	28.5	54.4	.	-17.1%
42	O=C(O)c1ccc(Nc2nc(-c3cccnc3)nc3ccccc23)cc1	-0.6%	-0.8%	8.5%	.	.	2.0%	9.6	.	2.5	-2.7%
43	CC[C@H](C)[C@@H](C(=O)N1CCNCC1)n1cc([C@@H](N)CC(C)C)nn1	-7.2%	-0.2%	-0.7%	4.3%	13.7	1.7%	-2.6	8.4	0.8	-2.7%
44	Cc1cnn(C(=O)c2ccccc2Br)c1	2.5%	-4.8%	0.0%	2.0%	8.8	0.1%	4.7	-30.1	-2.0	8.2%
